Compound activity as filed in PubChem.
M1 ag: human M1 muscarinic receptor agonism; activation, % at 3 µM; hit rate 0.33% among 360,000; CHO-K1 hM1, Fluo-8 calcium fluorescence, agonist mode; 0% DMSO, 100% acetylcholine EC100; AID 588814;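 active = activation above the run's mean compound activation plus 3 SD, cut at about 16% in these data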;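 also: peak over basal fluorescence ratio within a 140 s kinetic read after compound addition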
OXTR potentiator: potentiators of human oxytocin receptor | P30559 | CHO-OTR cells, Fluo-8 calcium fluorescence, potentiator mode; 0% = oxytocin EC15, 100% = EC100 | activation, % at 3 µM | hit rate 0.061% among 320,000 | AID 2445;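 active = activation above that plate's cutoff, the mean activation of tested compounds plus 3 SD, cut at about 6.6% in these data, passing the limit was not always enough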;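 also: 100% uses oxytocin at 75 nM as the full agonist control; some results filed as inactive read as strong as hits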
Target sequence (P30559 whole entry, looked up): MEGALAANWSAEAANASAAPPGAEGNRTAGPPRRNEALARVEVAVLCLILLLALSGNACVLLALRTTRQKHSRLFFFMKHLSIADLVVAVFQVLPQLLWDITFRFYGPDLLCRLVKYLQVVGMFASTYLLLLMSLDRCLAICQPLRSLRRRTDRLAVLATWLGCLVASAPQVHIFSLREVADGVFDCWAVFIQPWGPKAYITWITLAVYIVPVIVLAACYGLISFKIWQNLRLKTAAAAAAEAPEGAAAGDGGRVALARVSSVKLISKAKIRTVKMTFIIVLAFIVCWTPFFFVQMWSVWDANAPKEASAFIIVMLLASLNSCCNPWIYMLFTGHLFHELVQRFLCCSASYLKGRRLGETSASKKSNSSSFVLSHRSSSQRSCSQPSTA
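Measured by – Fluo-8 calcium dye fluorescence · Test system – human OTR in CHO cells · Dosing – one concentration, 3.0 µM compound · Controls – EC15 oxytocin alone as 0%, 75 nM oxytocin as 100% · Evaluation – normalized max/min fluorescence ratio, % activation · Timing – 6 min pre-incubation, 100 s read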
TAAR1 ag: agonists of human TAAR1; hit rate 0.99% among 360,000; Q96RJ0; activation, % at 3 µM; CHO RD-HGA16 TAAR1, Fluo-8 calcium fluorescence; vehicle wells 0%, saturating PEA agonist 100%; AID 624467;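 active = activation above the mean activation of all test compounds in the run plus 3 SD, cut at about 38% in these data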
Target sequence (Q96RJ0 whole entry, looked up): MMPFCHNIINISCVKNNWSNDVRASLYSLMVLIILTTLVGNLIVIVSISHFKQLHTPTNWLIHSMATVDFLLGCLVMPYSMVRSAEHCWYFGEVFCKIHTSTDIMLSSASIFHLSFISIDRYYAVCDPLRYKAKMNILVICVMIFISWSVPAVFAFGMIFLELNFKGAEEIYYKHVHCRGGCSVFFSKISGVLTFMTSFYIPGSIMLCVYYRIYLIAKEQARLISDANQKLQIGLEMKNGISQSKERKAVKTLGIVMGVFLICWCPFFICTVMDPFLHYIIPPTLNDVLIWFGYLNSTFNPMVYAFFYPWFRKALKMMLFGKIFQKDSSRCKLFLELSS
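System: CHO-derived RD-HGA16 cells with stable Gα16 and human TAAR1 / Times: 17-24 h plating, Fluo-8 75 min 37 °C, 30 min RT / Technique: calcium-sensitive Fluo-8 signal, excitation 470-495, emission 515-575 nm / Measure: % activation relative to PEA EC100 response / Benchmarks: DMSO and PEA EC100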
TAAR1 antagonist: antagonists of human TAAR1 | inhibition, % at 3 µM | CHO RD-HGA16 TAAR1, Fluo-8 calcium fluorescence, antagonist | AID 624466 | Q96RJ0 | hit rate 1.5% among 360,000;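 active = inhibition above a per-plate cutoff, the mean inhibition of test compounds on that plate plus 3 SD, cut at about 49% in these data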;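 also: 0% = DMSO plus EC80 beta-PEA response and 100% = DMSO alone without agonist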
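Test system: RD-HGA16 CHO cells with stable hTAAR1 and Gα16 / Probe or stimulus: EC80 β-phenethylamine stimulus / Times: seeding 17-24 h prior, 75-min 37 °C, 30-min RT dye loading / Detection: Fluo-8 calcium-sensitive fluorescence / Read-out basis: % inhibition scaled between DMSO and EC80 PEA controls / Repeats: singlicate, one well per test compound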
CHRM1 antagonist: human CHRM1 antagonism; AID 588852; P11229; CHO-K1 hM1, Fluo-8 calcium fluorescence, ACh EC80 antagonist; inhibition, % at 3 µM; hit rate 1.3% among 360,000;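 active = percent inhibition above its own plate's cutoff, namely the mean of that plate's compound wells plus 3 SD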;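 also: peak over basal fluorescence ratio during 140 s after agonist addition; 0% = ACh EC80 plus DMSO and 100% = DMSO alone without agonist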
V1R ag counter: activates human V1a receptor in oxytocin agonist counter-screen; hit rate 0.25% among 320,000; P37288; AID 2797; CHO-V1R cells, Fluo-8 calcium fluorescence, agonist mode; 0% DMSO, 100% 3 nM vasopressin; activation, % at 3 µM;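 active = activation above the mean activation of all tested compounds plus 3 SD, per screening run, cut at about 20% in these data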;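 also: signal is peak over basal fluorescence ratio across a 100 second FLIPR read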
OXTR agonist: agonists of human oxytocin receptor; CHO-OTR cells, Fluo-8 calcium fluorescence; normalized: DMSO 0%, oxytocin 100%; hit rate 0.32% among 320,000; activation, % at 3 µM; AID 2435; P30559;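 active = activation above the mean of all tested compounds plus 3 SD, cutoff set per screening run, cut at about 20% in these data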;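 also: peak over basal fluorescence ratio from a 100 s FLIPR kinetic read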
CHRM1 PAM: potentiates human M1 receptor response to acetylcholine | P11229 | CHO-K1 hM1, Fluo-8 calcium fluorescence, ACh EC20; 0% = ACh EC20, 100% = maximal ACh | activation, % at 3 µM | hit rate 0.088% among 360,000 | AID 588819; in the data active = activation above about 19%, passing the limit was not always enough
CHO parental Ca: signal in parental CHO cells, OX1R antagonist counter-screen; parental CHO-K1, ATP-induced calcium, Fluo-8 fluorescence; inhibition, % at 5.6 µM; hit rate 0.63% among 330,000;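 active = inhibition above that plate's mean sample inhibition plus 3 SD, cut at about 26% in these data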;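 also: 0% = ATP-challenged DMSO wells and 100% = DMSO wells without ATP; some compounds past the cut are filed as inactive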
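material = parental CHO cells | also added = ATP as calcium-mobilizing challenge | dosing = single point at 5.6 µM | detection = intracellular calcium via Fluo-8 no-wash fluorescent dye | read-out = % inhibition | benchmarks = low control ATP plus DMSO, high control DMSO only | repeats = one well per compound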
Numbers without * were called inactive; . = no result given. The order is random; 3.7% or so of the library scored in one or more.

SMILES	M1 ag	OXTR potentiator	TAAR1 ag	TAAR1 antagonist	CHRM1 antagonist	V1R ag counter	OXTR agonist	CHRM1 PAM	CHO parental Ca
O=C(O)c1ccc(/C=N/Nc2ccc(F)cc2F)cc1	2	-9	88*	21	21	2.1	6.4	-7	9
COc1ccc(OC)c(-n2c(-c3cccc(O)c3)n[nH]c2=S)c1	2	-9	4	0	-26	1.2	-0.3	12	-3
CN(C)C(=O)N1CCCC(C(=O)NCc2ccccc2)C1 (stereo not given)	-4	-3	9	-6	14	1.3	0.8	-4	-8
COc1ccc(NC(=O)c2cc([N+](=O)[O-])ccc2NC(=O)CNC2CCCCC2C)c(OC)c1 (stereo not given)	-2	-5	6	13	7	-0.4	-0.4	-5	-22
CC(C)CCOc1cccc(OCC(=O)NC2CCS(=O)(=O)C2)c1 (stereo not given)	-2	-8	8	-27	-9	10	7.0	9	-10
COc1ccccc1NC(=O)C(=O)NCCCN1CCCC1=O	-2	-3	0	-20	-10	0.4	1.2	4	-8
CC(=O)c1cccc(NC(=O)c2ccccc2OCc2ccc(F)cc2)c1	-3	-2	2	27	10	5.4	1.9	-7	-31
O=C1OCC(c2ccc(Cl)s2)=C1c1ccccc1[N+](=O)[O-]	-6	-20	5	-12	17	5.2	9.8	-6	-9
Cc1ccc(N2C(=O)[C@@H]3[C@H](C2=O)C2c4ccccc4C=CN2[C@@H]3C(=O)c2ccco2)cc1 (stereo not given in full)	5	.	-1	-3	-10	.	.	8	.
CCOc1cc2c(Cl)ncnc2c(OCC)c1OCC	-4	0	-2	5	-6	0.8	0.2	-2	-22
CC[C@@H]1C(=O)[C@H](Cc2ccccc2)[C@H]2CCCC(=O)N3CC[C@@H]1[C@@H]23	-5	.	11	-3	-7	.	.	8	.
Cc1ccccc1/C=N/n1c(-c2cc(-c3ccccc3)n[nH]2)n[nH]c1=S	-2	-2	13	-41	-7	-0.2	-0.6	2	-10
COCCCN1C(=O)c2ccc(C(=O)O)cc2C1=O	-5	-7	15	3	-1	-0.2	-0.6	7	-3
CS(=O)(=O)N1CCN(C(=S)NCc2ccc(F)cc2)CC1	-9	-3	2	-11	-6	-0.4	1.5	9	2
CCOc1ccc(CC(C(N)=O)C(N)=O)cc1CN(C)C	2	-2	3	-8	-25	1.1	1.6	10	8
CCCNC(=O)C1(C)CCCN(C(=O)c2cc3ccccc3s2)C1 (stereo not given)	-4	.	0	-5	-6	.	.	-1	.
O=C(Cn1nc(-c2ccccc2)nc1-c1ccccc1)N1CCOCC1	-3	-11	5	6	16	0.7	-1.0	-5	-10
O=[N+]([O-])c1ccc(S(=O)(=O)NCCc2cn3ccccc3n2)cc1	-1	-5	0	-11	-27	0.8	-0.2	28*	-8
CCOC(=O)c1ccc2c(c1)nc(SC/C(O)=C(\C#N)c1nc3ccccc3[nH]1)n2CC	-2	-9	2	19	-6	0.6	-0.5	1	-11
COc1cc(NC(=O)CCCNC(=O)c2ccc(Cl)cc2)cc(OC)c1	-1	-9	-1	-13	-6	0.7	-0.4	10	-2

For convenience, 2 of the compounds above.
SMILES	M1 ag	OXTR potentiator	TAAR1 ag	TAAR1 antagonist	CHRM1 antagonist	V1R ag counter	OXTR agonist	CHRM1 PAM	CHO parental Ca
CCOC(=O)c1ccc2c(c1)nc(SC/C(O)=C(\C#N)c1nc3ccccc3[nH]1)n2CC	-2	-9	2	19	-6	0.6	-0.5	1	-11
COc1cc(NC(=O)CCCNC(=O)c2ccc(Cl)cc2)cc(OC)c1	-1	-9	-1	-13	-6	0.7	-0.4	10	-2

With a hit mark in CHRM1 PAM (from the list above):
Compound	M1 ag	TAAR1 ag	CHRM1 antagonist	CHRM1 PAM
O=[N+]([O-])c1ccc(S(=O)(=O)NCCc2cn3ccccc3n2)cc1	-1	0	-27	28*

Going on with the list.
SMILES	M1 ag	OXTR potentiator	TAAR1 ag	TAAR1 antagonist	CHRM1 antagonist	V1R ag counter	OXTR agonist	CHRM1 PAM	CHO parental Ca
CCC1(c2ccc(F)cc2)NC(=O)N(CC(=O)Nc2cccc(S(=O)(=O)N3CCCC3)c2)C1=O (stereo not given)	-2	.	18	1	2	.	.	3	.
CCCCCC(C)NC(=S)NC(=O)c1cc(S(=O)(=O)N2CCOCC2)ccc1C (stereo not given)	-2	-7	1	-3	-4	0.8	-0.9	8	-1
Cc1ccc2[nH]cc(CCNS(=O)(=O)c3ccc(F)cc3)c2c1	-4	.	1	-18	-11	.	.	8	.
CCOc1ccccc1-n1c(SCC(=O)N2CCOCC2)nnc1-c1ccccn1	-3	-10	8	-4	2	2.8	4.3	-4	-5
CCOC(=O)Nc1ccccc1C(=O)N1CCOCC1	-2	-13	8	15	-5	-0.2	-0.1	8	-2
COc1ccc(/C=N\NC(=O)c2nn(C)cc2Cl)cc1CN1CCOCC1	-3	-8	-2	-7	-1	0.8	-0.4	3	3
Cc1ccc(S(=O)(=O)n2[nH]c(=O)cc2NC(=O)c2cccs2)cc1	.	-3	.	.	.	0.9	0.0	.	-12
S=c1[nH]nc(-c2ccco2)n1/N=C/c1cccs1	-4	-3	2	-27	-5	-0.6	-0.1	3	1
NC(=O)c1ccc(-n2nnnc2SCC(=O)Nc2ccccc2F)cc1	-2	-5	2	8	-6	0.1	0.0	2	6
COc1ccc(NC(=O)c2ccc(-n3nc(C)c[n+]3[O-])cc2)cc1	-2	4	10	-4	-10	1.1	0.8	11	-15
COC(=O)CNC(=O)CN1C(=O)N(c2ccccc2)C(N(O)C(=O)Nc2ccccc2)C1(C)C (stereo not given)	-4	-7	3	-9	-9	0.7	-0.1	1	-10
NC1=NS(=O)(=O)NC1c1cccc(Cl)c1 (stereo not given)	-1	-4	4	11	-10	1.9	0.0	8	0
CN(C(=O)OC(C)(C)C)[C@H](Cc1ccccc1)C(=O)N[C@H]1CCCCNC1=O	-3	.	12	-15	-13	.	.	7	-16
Cc1nc(C)c(-c2csc(Nc3ccc(Cl)cn3)n2)s1	-6	.	-2	-53	-13	.	.	7	.
COc1ccccc1NCC(O)COc1ccc(C(C)(C)C)cc1 (stereo not given)	-6	-6	-2	17	-6	-0.8	-1.9	1	-2
C[C@@H]1CN([C@@H](C)CO)S(=O)(=O)c2ccc(Br)cc2O[C@H]1CN(C)C(=O)c1ccccc1	1	.	16	34	4	.	.	-9	.
Cc1cccc(OCC(O)CN2CCN(C3CCCCC3)CC2)c1 (stereo not given)	-5	-13	5	12	-9	-0.2	-0.3	5	-6
O=C(NCC(c1cccs1)N1CCOCC1)c1cc(=O)[nH]c2ccccc12 (stereo not given)	-2	-7	2	-4	-12	-0.2	0.9	10	1
O=C(NC1CCCCC1)c1ccc(CNc2nc(=S)[nH]c3ccccc23)cc1	-1	-25	1	-23	0	0.1	-1.3	3	1
Cc1cccc(Nc2nc(N)nc(CN3CCN(Cc4ccc5c(c4)OCO5)CC3)n2)c1	-5	7	8	-8	21*	-0.2	0.1	-16	-11
O=C1NC(=O)/C(=C\c2ccc(Oc3cnccn3)cc2)S1	-3	-10	2	-6	-6	0.3	0.0	12	0
COCCSc1ccccc1C(=O)N1CCN(Cc2ccc3c(c2)OCO3)CC1	-3	-5	11	-7	-24	0.8	1.5	-1	-13
CCOC(=O)Nc1ccc(S(=O)(=O)Nn2cnnc2)cc1	-3	-4	11	-2	-29	0.2	0.0	8	4
CN(c1cccc(NC(=O)Nc2cccc(Cl)c2)c1)S(C)(=O)=O	10	-22	43*	19	14	17	17	-12	73*
COc1ccc(-c2cc3c(c4c2ccn4C)C2CCC3C2)cn1 (stereo not given)	-4	.	-3	-24	4	.	.	-3	.
CC1CCN(C(=O)CCS(=O)(=O)c2cc3c(cc2Cl)NC(=O)CO3)CC1	-1	-2	2	-12	-12	1.3	0.5	3	-4
CC12C=CC(=O)C=C1CCC1C2CCC2(C)C(C(=O)CO)CCC12 (stereo not given)	-5	.	1	-3	-1	.	.	-7	.
CCOc1ccc2c(c1)-c1c(ssc1=S)C(C)(C)N2C(=O)c1ccco1	-9	-7	1	-30	-2	-0.2	-2.1	-1	-44
C[C@H](CO)N1C[C@H](C)[C@@H](CN(C)S(=O)(=O)c2ccccc2)Oc2c(NC(=O)Nc3ccccc3)cccc2C1=O	-4	3	9	48	-1	0.6	-0.9	-2	-22
CC(C)c1ccc(CNC(=O)C(=O)NCC2CCCO2)cc1 (stereo not given)	-3	-7	-1	-4	3	1.4	-1.2	2	-12
COCc1c(N)c(C)nc(Cl)c1C#N	-7	-8	1	0	-5	2.3	0.3	13	0
CCc1c(O)nc(SC2CC(=O)N(c3ccc(F)c(Cl)c3)C2=O)[nH]c1=O (stereo not given)	-1	-10	5	4	-14	-0.9	-0.6	6	-4
CC1(C(=O)NCc2cccc(C(F)(F)F)c2)CCN1Cc1ccc(-c2ccccc2)o1 (stereo not given)	-8	.	1	-22	-11	.	.	-2	.
Cc1ccc(S(=O)(=O)N2CCN(C(=O)COC(=O)COc3cccc(C(F)(F)F)c3)CC2)c(C)c1	2	-7	4	14	-11	7.1	8.4	16	0
COc1ccc(CCNc2cc(C)nc3c(-c4ccccc4OC)cnn23)cc1OC	-10	-17	1	12	8	0.7	-1.3	-14	-21
CC1CC(C)CN(C(=O)CNS(=O)(=O)c2cccs2)C1 (stereo not given)	-4	4	-1	6	-5	0.8	0.9	8	-10
O=C(O)C1CCN(S(=O)(=O)c2ccc(Oc3ccccc3)cc2)CC1	1	-7	16	0	-13	1.2	2.4	12	-3
CSc1nc(SCCN(C)C)c2c3c(sc2n1)COC(C)(C)C3	51*	-10	0	-27	11	0.3	-1.5	-25	-21
Cc1ccc(CONC(=O)c2ccc(OC(F)F)cc2)cc1	-1	-12	1	-17	19	0.3	-1.3	-3	-3
Cc1ccc(-n2ncc3c2CC(C)(C)CC3NC(=O)c2ccc[n+]([O-])c2)cc1 (stereo not given)	-4	-11	0	-16	-6	-1.1	-0.6	3	-1
COc1ccc(CC(=O)OC(C)C(=O)NC2CCCCC2C)cc1 (stereo not given)	3	.	0	-16	-9	.	.	9	.
Cc1cccc(NC(=O)C(=O)NCC2CCCN2S(=O)(=O)c2ccccc2)c1 (stereo not given)	-3	-10	0	21	13	-0.5	-0.7	-2	-7
COc1ccc(-c2nn(Cc3ccccc3)cc2C(=O)N2CCN(c3ncccn3)CC2)cc1	-5	-6	11	2	-1	0.8	0.3	1	-9
CN(CCCNC(=O)c1ccc(/C=N/O)nc1)CCCN(C)Cc1ccccc1	-3	-10	3	9	9	-0.7	0.6	-1	-14
